MT stabilize HCS: microtubule stabilization, imaging screen; hit rate 0.83% among 200,000; % tubulin-high responders, % at 10 µM; HeLa tubulin immunostaining HCS, 24 h; share of cells brighter than vehicle mean+2SD;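 active = plate Z-score above 3 for both tubulin-high and condensed-nucleus cell shares, with cell loss under 80%, at 10 µM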;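 note: anti alpha tubulin signal scored within the nucleus-defined area of each cell; some results filed as inactive read as strong as hits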
Hep lipid drop: modulators of hepatic lipid droplet formation. inhibition, % at 6.5 µM. hit rate 0.4% among 240,000. AML12 mouse hepatocytes, oleate lipid droplets, BODIPY imaging;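 active = lipid droplet intensity inhibited by at least 50%, with more than 500 cells counted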
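Assay system: AML12 hepatocytes (mouse); Probe or stimulus: oleic acid at 100 µM to induce lipid droplet formation; Dosing: compound at 6.5 µM only; Schedule: compound with oleate, overnight; Detection: fluorescence imaging, 20x objective, two fields per well; Measure: % inhibition of lipid droplet signal.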
PMI inhibition: MPI inhibition at elevated mannose 6-phosphate – biochemical, fluorescence intensity, high mannose 6-phosphate, primary screen (AID 1220). inhibition, % at 20 µM; hits with a dose series show IC50 in µM. hit rate 0.66% among 190,000. recombinant PMI enzyme, coupled fluorescence intensity; higher % means a stronger effect
Insulin prom up: MIN6 insulin promoter up-regulation; z-score at 5 µM; hit rate 0.3% among 190,000; MIN6 insulin promoter-GFP reporter, high-content imaging; hits give high values;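 active = z-score above 3 at 5 µM with at least 500 cells counted in the well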
b-catenin transl: alters nuclear translocation of beta-catenin in HeLa cells; nuclear translocation activity, % at 5 µM; immunofluorescence imaging; hit rate 0.3% among 190,000;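 active = nuclear translocation activity above 50% at 5 µM, with a well cell count of 50 or more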;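 note: per-cell ratio of nuclear to cytoplasmic median beta-catenin stain intensity; plate controls were DMSO negative control for no effect and GSK-3 inhibitor IX positive control for full effect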
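assay system = human HeLa cells, endogenous beta-catenin | times = compound treatment 24 h, 37°C, 5% CO2 | detection = Anti-beta-catenin immunofluorescence on PFA-fixed, Triton-permeabilized cells, DAPI nuclei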
T cell modulator: modulates CD8 T cell binding to vesicles; hit rate 0.068% among 330,000; 2C CD8+ T cell-vesicle binding, flow cytometry; hits give low values; calls only at 7 µM;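 active = response, share of CD8 T cells binding vesicles, and their 90th percentile fluorescence all below set limits, cut at about 80% in these data, passing the limit was not always enough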
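material = purified 2C TCR transgenic mouse naive CD8+ T cells | controls = Unloaded micro-vesicles (low), QL9 vesicles with 0.7% DMSO (high) | detection = cytometric PE anti-B7-1 and Alexa647 anti-CD8 signals after 1% paraformaldehyde fixation | incubation = binding step 1.5 h, 37 °C, antibody labelling 20 min, ice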
PMI inhibitors: MPI enzyme activity inhibition – biochemical, fluorescence intensity, coupled assay, primary screen (AID 1209); purified PMI enzyme, coupled fluorescence intensity; higher % means a stronger effect; hit rate 0.42% among 190,000; one-dose inhibition, % at 20 µM; IC50 in µM for titrated hits;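 note: plate controls were DMSO vehicle for no effect and wells lacking substrate for full effect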
Autophagy mod: autophagy modulation, high-content screen; hit rate 0.98% among 190,000; calls only at 10 µM (by protocol); AID 463193; MEF GFP-LC3 puncta imaging; test concentration mostly 10 µM;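 active = percentage of spot-positive cells more than 3 SD above its plate mean, without a fluorescence outlier flag or 80% toxicity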;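 note: spot-positive cell cutoff set from DMSO-treated cells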
TNAP activators: stimulation of alkaline phosphatase TNAP activity – biochemical, luminescent, no phosphate acceptor, uHTS, primary screen (AID 1001) | purified TNAP, luminescent activation assay, no phosphate acceptor; higher activation fold means a stronger effect | activation fold at 20 µM, or EC50 in µM where a hit was titrated | hit rate 0.03% among 200,000; in the data active = activation fold from about 3, or a potency from the dose series; inactive = the rest, 99 in 100 with activation fold below about 1.6; note: many of its hits are not listed in these tables
Insulin prom up cell count: further read-out of Insulin prom up, marked with its call; cell count; measured here: cytotoxicity, nuclei count;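 total cells summed across four imaged fields per well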
Hep lipid drop cells 6.5 µM: also measured in Hep lipid drop; calls as there; cell count; measured here: cell count, cytotoxicity flag;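 cells counted across two imaged fields per well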
b-catenin transl cell count 5 µM: recorded beside b-catenin transl, whose call it bears; cell count; measured here: cell count, cytotoxicity flag
T cell modulator vesicle-bound %: further read-out of T cell modulator, marked with its call; double positive events, %; measured here: CD8+ vesicle-bound cell fraction;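 binding gate set so that unloaded-vesicle control wells show 10% double positive cells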
MT stabilize HCS Hoechst-high %: second read-out of MT stabilize HCS, no call of its own (marks repeat the call); % Hoechst-high responders; measured here: nuclear condensation Hoechst responders;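 share of cells brighter than vehicle mean plus two SD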
MT stabilize HCS cytotoxicity %: also measured in MT stabilize HCS; calls as there; toxicity, %; measured here: cytotoxicity by cell density;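 0% = mean cell density of plate MIN control wells and 100% = no cells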
Autophagy mod cell loss 18 h: further read-out of Autophagy mod, marked with its call; toxicity, %; measured here: cell loss, nuclei count;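 cell loss after 18 h compound exposure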
Active calls of the source: *; i = inactive; . = not tested or not shown. Cut-off read from the data, not from the text of the source, unless noted: active = inhibition above about 50%; inactive = the rest.

SMILES | MT stabilize HCS | MT stabilize HCS Hoechst-high % | MT stabilize HCS cytotoxicity % | Hep lipid drop | Hep lipid drop cells 6.5 µM | PMI inhibition | Insulin prom up | Insulin prom up cell count | b-catenin transl | b-catenin transl cell count 5 µM | T cell modulator | T cell modulator vesicle-bound % | PMI inhibitors | Autophagy mod | Autophagy mod cell loss 18 h | TNAP activators
CCOc1cc(C)c(C(C)C)cc1S(=O)(=O)n1ccc(C)n1 | 2.2 | 0.5 | 25 | -10 | 819 | -3% | -0.98 | 1309 | -1.7 | 1097 | i | 33 | 3% | i | -3 | 1.1
COc1ccc(C(=O)NCc2ccc(C(=O)NCC(OC)OC)cc2)cc1OC | 4.3 | 2.6 | 6.2 | -12 | 734 | -7% | -0.94 | 1258 | . | . | i | 54 | -15% | i | 7 | 1.1
CCOc1ccc(CCNC(=O)C2CCCN(c3nn4c(=O)cc(C)nc4s3)C2)cc1 (stereo not given) | 2.4 | 2.2 | 11 | 42 | 772 | 0% | -0.32 | 1246 | -1.0 | 1125 | i | 7 | 5% | i | 2 | 1.1
COc1ccc(Cl)cc1NC(=O)Cc1c(F)cccc1Cl | 4.6 | 1.8 | 2.4 | -12 | 588 | -8% | -0.26 | 1397 | 0.2 | 1022 | i | 28 | -7% | i | -14 | 1
Fc1ccc(-c2cc(-c3ccccc3)nc(-n3cccn3)n2)cc1 | 4.1 | 2.4 | 0.4 | 18 | 713 | 7% | -1.8 | 1443 | -4.4 | 1131 | i | 58 | 17% | i | -18 | 1.1
C[C@H](NS(=O)(=O)c1ccc(Cl)cc1)C(=O)OCC(=O)NC(=O)Nc1ccc2c(c1)OCCO2 | 2.8 | 2.8 | 9.6 | 12 | 657 | 18% | . | . | 0.7 | 968 | i | 38 | 25% | i | 16 | 1.1
CCC(=O)c1ccc(N2CCCCC2)c(F)c1 | 6.1 | 3.1 | 5.4 | -1 | 700 | -2% | -0.06 | 1622 | -0.2 | 917 | i | 35 | -4% | i | 5 | 1
CC1CN(C)C(C)c2c1oc1ccc(N)cc21 (stereo not given) | 3.3 | 1.5 | 2.2 | 1 | 703 | 42% | -0.19 | 1609 | -4.2 | 1200 | i | 50 | 14% | i | 10 | 1
COC(=O)c1ccc(COc2ccc(/C=N/NC(N)=S)cc2)o1 | . | . | . | 2 | 714 | . | -0.41 | 1459 | -1.1 | 1169 | i | 24 | . | . | . | .
Cc1cccc(-n2c(SCC(=O)NCc3ccc4c(c3)OCO4)nc3ccccc3c2=O)c1 | 2.0 | 2.9 | 8.0 | -33 | 629 | 8% | -0.21 | 1140 | -1.7 | 508 | i | 26 | 8% | i | 4 | 1.1
O=C(O)c1ccccc1NC(=S)NC(=O)c1cccc2ccccc12 | 1.9 | 2.3 | 5.1 | 12 | 647 | 9% | 0.22 | 1458 | 0.1 | 1511 | i | 66 | 8% | i | -7 | 0.9
CCN(CC)Cc1c(CC(C)C)oc(C)c1C(=O)O | 1.5 | 1.8 | 9.3 | 1 | 727 | -9% | 0.21 | 880 | -2.1 | 1292 | i | 36 | -8% | i | 1 | 1

2 successive entries from above, quoted:
SMILES | MT stabilize HCS | MT stabilize HCS Hoechst-high % | MT stabilize HCS cytotoxicity % | Hep lipid drop | Hep lipid drop cells 6.5 µM | PMI inhibition | Insulin prom up | Insulin prom up cell count | b-catenin transl | b-catenin transl cell count 5 µM | T cell modulator | T cell modulator vesicle-bound % | PMI inhibitors | Autophagy mod | Autophagy mod cell loss 18 h | TNAP activators
O=C(O)c1ccccc1NC(=S)NC(=O)c1cccc2ccccc12 | 1.9 | 2.3 | 5.1 | 12 | 647 | 9% | 0.22 | 1458 | 0.1 | 1511 | i | 66 | 8% | i | -7 | 0.9
CCN(CC)Cc1c(CC(C)C)oc(C)c1C(=O)O | 1.5 | 1.8 | 9.3 | 1 | 727 | -9% | 0.21 | 880 | -2.1 | 1292 | i | 36 | -8% | i | 1 | 1

(next part)
SMILES | MT stabilize HCS | MT stabilize HCS Hoechst-high % | MT stabilize HCS cytotoxicity % | Hep lipid drop | Hep lipid drop cells 6.5 µM | PMI inhibition | Insulin prom up | Insulin prom up cell count | b-catenin transl | b-catenin transl cell count 5 µM | T cell modulator | T cell modulator vesicle-bound % | PMI inhibitors | Autophagy mod | Autophagy mod cell loss 18 h | TNAP activators
CC1(C)CC(=O)C2=C(C1)NC(=O)CC2c1cc2c(cc1Br)OCO2 (stereo not given) | 2.3 | 2.2 | 5.5 | . | . | -4% | -0.63 | 1380 | -3.6 | 974 | i | 28 | 0% | i | -1 | 1.1
O=C(CSc1ccc2nnc(-c3cccnc3)n2n1)NCC1CCCO1 (stereo not given) | 2.3 | 3.5 | 11 | -3 | 620 | -16% | 0.14 | 1189 | 2.6 | 937 | i | 41 | -29% | i | -15 | 1.1
CCN(CC(=O)NCc1ccccn1)S(=O)(=O)c1ccc(Cl)cc1 | 2.7 | 2.8 | 8.4 | -11 | 716 | -1% | 0.49 | 1293 | 0.0 | 977 | i | 0 | 15% | i | 5 | 1.1
COc1ccccc1CNC(=O)C/C(C)=N/NC(=O)COc1ccc(C)cc1Br | 9.1 | 31 | 21 | 0 | 708 | 5% | 0.38 | 1251 | . | . | i | 26 | 2% | i | -5 | 1.1
CCCCC(CC)C(=O)NCC(C)NC(=O)C(CC)CCCC (stereo not given) | 4.9 | 3.2 | 9.8 | 23 | 547 | 13% | -0.08 | 1222 | . | . | i | 54 | 14% | i | 5 | 1.1
CC(C)(C)C1CCC(=NNC(=O)CN(c2ccccc2)S(=O)(=O)c2ccccc2[N+](=O)[O-])CC1 (stereo not given) | 4.1 | 3.2 | 2.7 | 18 | 793 | -5% | 0.87 | 1119 | -2.1 | 597 | i | 42 | -3% | i | 7 | 1
COc1ccc(OCc2nnc(SCc3ccc(C(=O)O)cc3)o2)cc1 | 2.2 | 2.0 | 2.5 | -7 | 552 | 17% | . | . | 0.2 | 1041 | i | 40 | 17% | i | 2 | 1.1
Cn1c(=O)c2c(nc(Cc3ccc(N)cc3)n2C)n(C)c1=O | . | . | . | 0 | 805 | . | 0.07 | 1504 | 0.7 | 1103 | i | 57 | . | . | . | .
Cc1cccc(NC(=O)Nc2ccc(S(N)(=O)=O)cc2)c1 | . | . | . | 16 | 768 | . | -0.53 | 1088 | -0.6 | 1371 | i | 35 | . | . | . | .
O=C(CCN1C(=O)COc2ccccc21)N1CCCCC1 | 1.6 | 0.6 | 7.6 | . | . | -9% | -0.33 | 961 | . | . | i | 50 | -2% | i | -9 | 1.3
CC1CCCCC1NC(=O)CSc1nnc(N)s1 (stereo not given) | 2.5 | 1.9 | 3.8 | -12 | 722 | 12% | 1.2 | 1321 | . | . | i | 6 | 19% | i | 0 | 1.1
COc1cccc(CN2CCN(C3CCN(c4ccccc4C)CC3)CC2CCO)c1 (stereo not given) | 2.2 | 1.8 | 5.4 | -13 | 676 | 15% | -0.34 | 1646 | -1.9 | 1032 | i | 41 | 8% | i | -7 | 1
CC1CCCC(NC(=O)CSc2nnc(N)s2)C1C (stereo not given) | 2.0 | 2.2 | 18 | . | . | -9% | 2 | 1446 | 2.6 | 1324 | i | 51 | -10% | i | -10 | 1
CCOCCCNCc1ccc(OCC(=O)N2CCOCC2)c(OC)c1 | 3.0 | 3.1 | 4.6 | 17 | 671 | -1% | -0.85 | 1582 | -1.0 | 1045 | i | 36 | -9% | i | 12 | 1
O=C(Nc1ccc(F)cc1)N(Cc1nnc2n1CCCCC2)c1ccccc1 | 6.3 | 3.4 | 11 | . | . | -4% | -0.32 | 1193 | -6.4 | 873 | i | 40 | 0% | i | 4 | 1.1
CC(=O)Nc1ccc(C2Nc3ccccc3C(=O)N2C2CCCCC2)cc1 (stereo not given) | 1.2 | 1.5 | 7.4 | . | . | 4% | 0.34 | 1099 | -2.6 | 957 | i | 49 | -6% | i | -7 | 0.9
O=C(c1ccco1)n1c(=S)nc2ccccn21 | 4.5 | 1.7 | 12 | . | . | -6% | 0.62 | 1100 | -13 | 716 | i | 60 | -8% | i | -5 | 1
O=[N+]([O-])c1ccc(NCCNc2ccc(Cl)nn2)cc1 | 1.9 | 1.2 | 9.2 | 7 | 781 | -9% | . | . | . | . | i | 49 | -9% | i | -14 | 0.9
C[N+](C)(C)c1ccc(/C=N/Nc2nc(Cl)c(C#N)c(Cl)c2Cl)cc1 | 3.0 | 3.5 | 6.9 | -1 | 603 | -8% | 0.12 | 1478 | -1.6 | 1154 | i | 28 | 20% | i | -7 | 0.9
CCN(Cc1ccncc1)C(=O)CC1C(=O)NCCN1Cc1ccc(F)c(F)c1 (stereo not given) | 1.9 | 1.3 | 1.3 | 14 | 739 | 14% | 1.8 | 1444 | -0.5 | 1113 | i | 62 | -8% | i | -16 | 1
COc1cc(S(=O)(=O)Nc2ccc(C)cc2)ccc1N=Cc1c(C)[nH]n(-c2ccccc2)c1=O | 3.6 | 2.8 | 6.5 | -24 | 646 | 11% | 0.44 | 1251 | 0.8 | 905 | i | 7 | 19% | i | -3 | 1.4
CCCCCCC(=O)Nc1nc(C)c(-c2csc(Nc3ccccc3OC)n2)s1 | 15 | 6.0 | 8.1 | . | . | 16% | -2.2 | 1083 | 7.5 | 719 | i | 7 | 15% | i | -1 | 1
N#Cc1ccccc1NC(=O)COc1c(Br)cc(Br)c2cccnc12 | 4.4 | 2.0 | 6.9 | -10 | 591 | 11% | -0.44 | 1161 | 1.8 | 536 | i | 20 | -18% | i | -9 | 1
Cc1nn(CC(=O)Nc2ccc(N(C)C)cc2)c(C)c1[N+](=O)[O-] | 2.3 | 2.6 | 6.0 | 2 | 644 | 7% | 1.2 | 1058 | . | . | i | 56 | 0% | i | -13 | 1.2
Cc1cc(C)c2cc(CN(Cc3cccnc3)C(=O)c3ccc(F)cc3)c(Cl)nc2c1 | 1.8 | 1.2 | 8.1 | . | . | 10% | -0.09 | 1676 | 0.5 | 1350 | i | 28 | 10% | i | -4 | 1

Bioassay records: PubChem BioAssay, several laboratories
